AGP1-GFP MLPCN: alters AGP1-GFP fluorescence in TOR pathway yeast screen | S. cerevisiae AGP1-GFP multiplex flow cytometry, 3 h; GFP as percent of DMSO wells | GFP response vs DMSO, % at 10 µM | 320,000 tested, 0.02% active | AID 2066;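 active means GFP response relative to DMSO above a set limit, near screen average plus 3 SD, cut at about 150% in these data; inconclusive means fewer than 70 cells counted for the yeast strain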;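 further: median GFP channel fluorescence of the gated AGP1 strain per well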
LAP4 TOR yeast: alters LAP4-GFP fluorescence in TOR pathway yeast screen; S. cerevisiae LAP4-GFP multiplex, flow cytometry GFP, 3 h; median GFP as percent of DMSO wells; GFP response vs DMSO, % at 10 µM; 320,000 tested, 0.34% active; AID 2023;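 active means GFP response vs DMSO above a set limit, about the screen mean plus 3 SD, cut at about 150% in these data; inconclusive means under 70 cell events counted for the yeast strain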
VLA-4 inh: inhibition in a human VLA-4 binding assay; P13612; VLA-4 expressing cells, ligand binding flow cytometry; inhibition, % (about 7 µM as worked out from the volumes in the protocol); 330,000 tested, 0.2% active; in the data active means inhibition above about 50%
Target sequence (P13612 whole entry, looked up): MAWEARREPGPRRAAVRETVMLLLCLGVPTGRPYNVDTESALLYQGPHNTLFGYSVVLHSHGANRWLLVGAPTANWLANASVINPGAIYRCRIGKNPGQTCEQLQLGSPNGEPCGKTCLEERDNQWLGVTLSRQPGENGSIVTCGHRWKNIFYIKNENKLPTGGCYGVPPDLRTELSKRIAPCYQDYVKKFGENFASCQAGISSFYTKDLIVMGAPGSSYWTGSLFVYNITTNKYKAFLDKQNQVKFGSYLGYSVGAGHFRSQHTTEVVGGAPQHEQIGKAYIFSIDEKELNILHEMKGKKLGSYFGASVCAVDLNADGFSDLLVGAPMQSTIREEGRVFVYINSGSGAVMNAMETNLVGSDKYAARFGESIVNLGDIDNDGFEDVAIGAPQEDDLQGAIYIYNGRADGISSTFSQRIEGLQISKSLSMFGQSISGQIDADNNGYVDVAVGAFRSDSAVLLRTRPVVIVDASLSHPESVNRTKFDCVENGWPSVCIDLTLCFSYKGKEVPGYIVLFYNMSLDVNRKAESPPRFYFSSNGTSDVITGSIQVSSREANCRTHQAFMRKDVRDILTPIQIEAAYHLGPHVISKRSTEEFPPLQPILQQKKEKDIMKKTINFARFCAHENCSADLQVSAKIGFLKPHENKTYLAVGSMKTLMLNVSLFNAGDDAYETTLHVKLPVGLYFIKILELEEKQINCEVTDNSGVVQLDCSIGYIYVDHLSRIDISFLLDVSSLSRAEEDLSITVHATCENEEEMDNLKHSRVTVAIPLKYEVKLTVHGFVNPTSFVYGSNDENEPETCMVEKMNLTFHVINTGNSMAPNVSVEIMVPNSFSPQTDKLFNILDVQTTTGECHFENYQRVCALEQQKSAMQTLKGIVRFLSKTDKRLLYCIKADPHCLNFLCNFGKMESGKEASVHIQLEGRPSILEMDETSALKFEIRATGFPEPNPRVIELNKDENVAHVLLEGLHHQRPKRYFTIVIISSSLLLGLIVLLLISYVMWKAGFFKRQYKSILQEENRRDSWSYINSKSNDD
CIT2 TOR yeast: modulators of TOR pathway CIT2-GFP in S. cerevisiae; 320,000 tested, 0.065% active; GFP response vs DMSO, % at 10 µM; AID 2029; S. cerevisiae CIT2-GFP strain, flow cytometry, 3 h; 100 means same as DMSO wells;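 active means GFP response relative to DMSO above a set limit, near the screen mean plus 3 SD, cut at about 150% in these data; inconclusive means Fewer than 70 cells measured for a yeast strain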;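 further: ratio of well median GFP fluorescence to mean of DMSO wells on the plate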
CR mimetic SO: lowers age-related superoxide in aged yeast cells. 330,000 tested, 0.18% active. AID 2690. superoxide response (% of plate mean), % at 10 µM. S. cerevisiae aged cells, superoxide DHE fluorescence; hits give low values;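 active means superoxide response under a set limit, about three screen SD below normal, cut at about 65% in these data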;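 further: yeast aged for seven days with compound at 30 °C before DHE staining; 100% = average MFI of all compound-treated wells on the plate with controls excluded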
RPL19A-GFP yeast: yeast TOR pathway RPL19A-GFP modulation | S. cerevisiae RPL19A-GFP strain, flow cytometry, 3 h; hits give low values | percent response vs DMSO, % at 10 µM | 330,000 tested, 0.3% active;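 active means percent response vs DMSO below 50%; inconclusive means fewer than 70 events counted for the yeast strain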;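 further: median channel GFP fluorescence of the barcoded RPL19A-GFP strain; ratio of sample median GFP to plate DMSO average so 100% = DMSO; lower means less RPL19A-GFP as with rapamycin TOR inhibition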
GRK2 aptamer HTS: inhibitors of human GRK2 displacing RNA aptamer; bead flow cytometry, FAM-aptamer displacement from GRK2; inhibition of aptamer binding, % at 10 µM; 330,000 tested, 0.59% active;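 active means inhibition of aptamer binding above 40%, roughly 3 SD of noise, on plates passing a quality check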;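 further: median bead fluorescence of bound FAM aptamer so fluorescent compounds give negative values; no value below 0 was filed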
MEP2 TOR yeast: alters MEP2-GFP fluorescence in TOR pathway yeast screen; S. cerevisiae MEP2-GFP strain, flow cytometry GFP, 3 h; 100% = DMSO control level; GFP response vs DMSO, % at 10 µM; 330,000 tested, 0.51% active; AID 2016;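 active means GFP response versus DMSO above a set limit, roughly screen mean plus 3 SD, cut at about 180% in these data; inconclusive means fewer than 70 cells counted for a yeast strain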;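 further: median GFP fluorescence of the barcode-gated MEP2-GFP cells per well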
Starred values were filed as active, the others as inactive; ? = inconclusive; . = not tested or not shown; [ ] = dose if it differs, or a comment.

SMILES	AGP1-GFP MLPCN	LAP4 TOR yeast	VLA-4 inh	CIT2 TOR yeast	CR mimetic SO	RPL19A-GFP yeast	GRK2 aptamer HTS	MEP2 TOR yeast
C=CCn1c(SCC(=O)c2ccc(Br)cc2)nnc1C(CC(C)C)NC(=O)c1cccs1 (stereo not drawn)	98.0	92.2	4.1	.	105.2	100.7	0.0	98.7
COc1ccc(-n2ccnc2SCC(=O)NCc2ccco2)c(OC)c1	108.3	99.8	-5.6	103.3	97.9	101.4	0.0	103.5
Cc1ccc(S(=O)(=O)Nc2ccccc2C=Nc2cccc(C)c2C)cc1	94.8	89.5	-60.0	108.0	115.3	101.4	0.0	95.8
CCOC(=O)CN1C(=O)N[C@@H](CCc2ccccc2)[C@H](C(=O)OC)[C@H]1C	93.8	126.9	-3.6	102.1	112.9	106.1	0.0	100.4
COc1cc(S(=O)(=O)NCc2ccccc2)ccc1-n1cnnn1	105.0	106.0	-1.0	104.3	102.4	102.5	0.0	109.7
Cc1nn(Cc2noc(C(=O)NCc3ccc(F)cc3)n2)c(C)c1Br	97.9	104.9	17.2	89.2	101.5	98.5	4.0	99.6
C/C(=N\Nc1cc(C(F)(F)F)ccc1Cl)c1ccncc1	89.7	94.6	-0.1	113.0	103.9	102.3	0.0	101.4
CCC(C(=O)N1CCc2cc(OC)c(OC)cc2C1)c1ccccc1 (stereo not drawn)	90.0	96.6	3.1	88.0	96.7	93.4	0.0	96.1
COc1ccc(C(C)NS(=O)(=O)Cc2ccccc2)cc1 (stereo not drawn)	109.8	98.0	4.8	100.9	106.5	100.6	3.0	98.0
Clc1ccc(Cn2ncc3c(N4CCCCC4)ncnc32)c(Cl)c1	104.2	96.3	2.9	99.4	105.4	100.0	0.0	98.2
CC1CCc2sc(C(=O)Nc3ccc(N4CCOCC4)cc3)cc2C1 (stereo not drawn)	93.6	118.6	14.9	86.2	105.4	95.9	2.0	94.0
CCCc1cc(C(=O)Nc2cccc(Cl)c2)no1	92.2	89.2	-10.7	90.7	79.7	97.0	2.0	87.6
Cc1cc(C)c(C)c(S(=O)(=O)NNC(=O)c2cccc(S(=O)(=O)N3CCOCC3)c2)c1C	96.0	91.7	9.8	99.1	108.3	100.7	2.0	104.4
COc1ccccc1NC(=O)N(Cc1cc2cc(OC)c(OC)cc2[nH]c1=O)CC1CCCO1 (stereo not drawn)	111.0	93.1	11.1	103.1	104.3	99.3	0.0	97.5
O=C(NCc1cccs1)C1CCC(=O)N1C1CCCCC1 (stereo not drawn)	103.6	97.5	39.0	107.5	110.8	97.7	0.0	101.4
Cc1[nH]c(C)c(S(=O)(=O)N2CCCCC2C)c1C(=O)N1CCCC1 (stereo not drawn)	103.6	101.3	1.2	106.2	93.0	102.4	0.0	105.0
O=C(/C=C/c1ccccc1Cl)c1ccc[nH]1	77.1	88.9	0.9	90.7	93.2	97.1	0.0	98.3
On1nnc2ccc(C(F)(F)F)cc21	112.8	99.5	9.7	109.0	102.3	108.7	1.0	99.0
CCC(=O)NC1OC(CO)C(O)C(O)C1O (stereo not drawn)	103.4	103.0	15.5	107.1	102.5	107.3	0.0	97.3
CC1CN(c2ccc(Oc3ccccc3)cc2)c2nc3c(c(=O)n(CC(N)=O)c(=O)n3C)n2C1 (stereo not drawn)	100.4	94.7	20.4	96.0	94.2	99.5	2.0	96.8
Cc1nn(-c2ccccc2)c(Cl)c1C1C(C#N)=C(N)OC2=C1C(=O)CCC2 (stereo not drawn)	100.3	101.2	8.5	95.4	86.9	100.6	0.0	103.5
CCOc1ccc(C(C)NC(=S)NC2CCCCC2)cc1 (stereo not drawn)	93.3	102.6	-2.0	91.3	90.7	98.2	0.0	88.0
Cc1ccc(-c2nc3ccccc3o2)cc1NC(=S)NC(=O)/C=C/c1ccco1	101.5	94.3	-7.0	89.1	101.4	94.5	0.0	95.5
Cn1c(SCC(=O)NCc2ccc(F)cc2)nc2ccccc21	104.9	104.1	23.8	105.4	93.0	101.7	0.0	104.5
Cc1ncsc1CCOC(=O)c1ccc([N+](=O)[O-])cc1	101.5	105.4	-6.8	102.6	101.5	101.8	0.0	114.4
Later entries.
SMILES	AGP1-GFP MLPCN	LAP4 TOR yeast	VLA-4 inh	CIT2 TOR yeast	CR mimetic SO	RPL19A-GFP yeast	GRK2 aptamer HTS	MEP2 TOR yeast
CCN(CC(=O)Nc1ccc(NC(C)=O)cc1)CC(=O)Nc1cc(C)on1	91.8	85.9	3.9	89.4	86.8	92.8	6.0	91.8
NC(=O)C1(S(=O)(=O)c2ccccc2)CCCCC1	108.4	99.8	2.5	100.8	94.6	104.7	0.0	106.1
Cn1c(=O)c2c(nc(CN3CCN(Cc4ccccc4)CC3)n2Cc2ccc(F)cc2)n(C)c1=O	97.2	102.2	-9.4	92.7	108.8	93.0	0.0	94.7
Nc1nc(-c2ccc3c(c2)CCC(=O)N3)cs1	96.0	97.5	13.5	96.4	84.1	99.1	1.0	105.3
COc1ccc(NS(=O)(=O)c2ccc3oc(=O)ccc3c2)cc1	97.9	94.0	12.1	96.8	101.5	99.2	0.0	102.1
NC(=O)CSc1nnc(-c2ccncc2)o1	102.0	99.4	7.6	105.0	93.0	105.2	1.0	109.1
COc1ccc(CNCC(O)COc2ccc(C(C)(C)c3ccccc3)cc2)cc1 (stereo not drawn)	93.3	93.5	2.8	95.1	95.3	101.8	0.0	101.2
Cc1nc(C)c2c(c1C(F)(F)F)-c1ccccc1C2(F)F	96.7	102.2	-21.9	101.6	96.7	97.0	6.0	98.8
CC(=O)Nc1ccc(C(=O)OCC(=O)NC(=O)NC(C)(C)C)cc1	102.6	102.7	5.6	96.9	94.1	102.3	0.0	100.0
O=C(NCc1ccco1)/C(=C\c1ccccc1)NC(=O)c1ccccc1	?	75.9[may fluoresce violet]	3.8	?	109.0	48.1*[may fluoresce violet]	0.0	?
OC(CNc1nc(C(F)(F)F)nc2ccccc12)c1ccccc1 (stereo not drawn)	?	87.5[may fluoresce red]	1.8	91.0[may fluoresce red]	106.9	?	1.0	?
Cc1cc2cc(C=C(C#N)C#N)c(Cl)nc2cc1C	91.8	104.0	22.3	82.1	98.5	107.0	3.0	83.5
COc1ccc(NC(=O)CSc2n[nH]c(C)c2[N+](=O)[O-])cc1	104.1	108.2	2.0	101.2	100.6	101.2	0.0	100.5
Cc1nn(C)cc1C1C(C#N)=C(N)N(c2cccnc2)C2=C1C(=O)CCC2 (stereo not drawn)	110.2	95.5	1.7	114.9	84.3	103.9	0.0	105.2
CC(C)(C)c1ccc(S(=O)(=O)NC(Cc2ccccc2)C(=O)O)cc1 (stereo not drawn)	109.4	101.9	0.1	100.7	105.1	104.0	0.0	107.3
C#CCOCCOCCOCCNc1nc(N2CCN(C(=O)CCCCCCCCCCNC(=O)[C@@H]([C@H](C)O)n3cc(C)nn3)CC2)nc(N2CCN(C(=O)CCCCCCCCCCNC(=O)[C@@H]([C@H](C)O)n3cc(C)nn3)CC2)n1	102.7	90.8	-13.6	96.3	116.3	96.9	52.0*	98.0
CC1(CCl)N([O-])C2=C(CCCC2)[N+]1=O (stereo not drawn)	95.5	96.6	29.5	91.8	101.0	93.5	0.0	92.9
O=S1OCCN1c1ccccc1 (stereo not drawn)	91.5	107.4	-3.5	97.5	88.3	100.2	2.0	96.1
CCc1nnc(NC(=O)C(C)C)s1	98.7	91.4	1.0	99.6	100.7	101.3	0.0	105.3
Oc1ccccc1N1CCN(CC(O)COC2CCCc3ccccc32)CC1 (stereo not drawn)	107.0	104.7	9.2	111.9	128.8	106.1	0.0	112.4
c1ccc(Nc2cccc3ccccc23)cc1	100.3	101.4	20.0	92.2	91.2	95.1	2.0	98.4
COC(=O)c1ccc(COc2ccccc2/C=C(\C#N)C(=O)Nc2ccc(C)cc2)cc1	97.2	89.5	24.0	115.2	95.8	105.0	0.0	84.3
CCC(=O)c1ccccc1OCCN1C(=O)NC(C)(C)C1=O	115.8	104.3	9.3	101.9	101.3	109.5	1.0	107.3
C/C(=N\Nc1nncc2ccccc12)c1ccc(OCC(=O)N(C)C)cc1	96.3	95.4	-1.5	105.4	104.4	106.0	6.0	108.2
Cc1csc(CN(C)C(=O)c2cn(Cc3cccc4ccccc34)nn2)n1	94.7	92.5	4.8	92.7	91.7	95.0	3.0	91.2
Next structures follow.
SMILES	AGP1-GFP MLPCN	LAP4 TOR yeast	VLA-4 inh	CIT2 TOR yeast	CR mimetic SO	RPL19A-GFP yeast	GRK2 aptamer HTS	MEP2 TOR yeast
COc1ccc(NC(=O)CSc2nnc(-c3ccccc3C)n2C)cc1	98.9	91.5	3.1	97.7	128.4	99.2	0.0	98.5
CCOc1cc(NC(=S)NCCOC)c(OCC)cc1NC(=O)c1cccs1	104.3	104.0	4.4	102.1	90.5	95.9	0.0	97.4
Cn1c(SCCOc2ccccc2Cl)nnc1-c1cccs1	97.8	96.6	-14.6	85.0	98.4	97.7	0.0	100.2
COC(=O)c1cccc(S(=O)(=O)N2CCCCC2)c1	99.7	99.1	3.2	98.3	86.6	93.6	0.0	91.7
CCOc1ccc(NC(=O)CSC2=NCCN2)cc1	99.5	89.7	11.7	98.7	99.5	103.7	1.0	94.6
COc1ccccc1-c1noc(CCC(=O)Nc2cc(C(F)(F)F)ccc2Cl)n1	96.4	104.3	-7.2	85.3	80.5	95.5	0.0	95.9
CC1(C)CC(=O)C2=C(C1)NC(SCC(=O)Nc1ccccc1)=C(C#N)C21CCCCC1	104.3	97.3	5.9	108.6	100.6	102.5	0.0	101.6
O=[N+]([O-])c1cc(C2Nc3cccc4cccc(c34)N2)ccc1Cl	95.5	98.1	12.9	91.2	75.4	100.2	0.0	99.2
COc1ccccc1NC(=O)CCN1CCN(Cc2ccccc2)CC1	105.0	103.3	19.4	104.9	113.4	104.2	2.0	103.6
O=C(COC(=O)CNC(=O)C1CCCCC1)Nc1cccc(F)c1	103.1	104.2	-13.6	90.2	84.9	100.0	0.0	96.0
Cc1cc(F)ccc1NC(=O)c1cc(S(=O)(=O)N2CCOCC2)cn1C	96.7	101.3	-0.5	95.3	111.9	97.8	0.0	98.5
COc1ccccc1C(=O)N/C(=N/c1nc(C)cc(C)n1)Nc1ccccc1	99.1	97.2	11.2	96.1	100.5	91.0	1.0	85.6
Cc1ccc(C(=O)OCC(=O)NCCNC(=O)COC(=O)c2ccc(C)o2)o1	93.2	91.1	7.9	84.4	112.7	91.3	5.0	91.5
CN(Cc1ccccc1NS(=O)(=O)c1ccc2ccccc2c1)C1CCCCC1	107.4	104.9	-14.1	110.2	76.5	103.0	15.0	104.4
CC(NC(=O)CSc1nnc(-c2cccnc2)n1N)c1ccccc1 (stereo not drawn)	105.2	103.6	7.0	105.5	96.5	102.3	1.0	103.2
COc1ccccc1/C=C/C(=O)Oc1cccc2cccnc12	97.1	121.0	17.6	83.0	118.5	99.9	2.0	105.4
O=c1c2cc(Cl)ccc2nc(-c2ccccc2Cl)n1O	75.8	113.0	4.4	75.2	89.8	59.9	2.0	94.9
C=CCn1c(NCc2cc(C)ccc2O)nc2ccccc21	96.6	114.1	0.0	97.5	99.0	103.3	0.0	104.7
CCOc1ccc(NC(=O)CN2CCN(CC(=O)Nc3cc(OC)cc(OC)c3)CC2)cc1	105.7	99.3	12.4	101.2	129.2	102.5	0.0	102.0
COc1cc2sc(C)nc2c2ccccc12	88.3	87.3	5.3	103.0	95.1	100.5	0.0	107.8

Bioassay records (PubChem BioAssay)
